# TGFb SMAD3 inh – qHTS for Inhibitors of TGF-b | AID 588855, 2011 | Potency, µM (doses to about 46.1 µM), without a hit: at the highest dose activity, negative = inhibition, most hits filed as inhibitors | HepG2 CAGA-GFP TGF-b/SMAD3 reporter, GFP fluorescence, 18 h; TGF-beta stimulated, 500 pg/mL final | actives 1.2% (n = 410,000); also: potency is read from the fitted curve at half-maximal effect; % is scaled to controls: 0 for no effect and ±100 for the full control effect; nearly all actives have a fitted effect of over 65% in size
#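 TGF-beta reporter screen: HEPG2 CAGA-GFP, 1% FBS, 500 pg/mL TGF-beta final, 18 h; per-cell GFP summed per well; curves fitted and categorized by class.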
# ATXN2 expr inh – Primary qHTS for Inhibitors of ATXN expression; HEK-293 ATXN2-luciferase reporter, luminescence, 24 h; Potency, µM (series often up to 57 µM), inactives show at the top dose activity change, negative = inhibition, most hits filed as inhibitors; actives 0.72% (n = 360,000); AID 1745845, 2022; also: potency is read from the fitted curve at half-maximal effect; % is scaled to controls: 0 for no effect and ±100 for the full control effect; nearly all actives have a fitted effect of over 55% in size
#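 qHTS (up to 57 uM final) was run with 24 h compound exposure of reporter cells at 37 °C. Each well was multiplexed: SteadyGlo luminescence measured ATXN2-luciferase expression after a fluorogenic Gly-Phe-AFC viability readout (25 uM final).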
# MCF10A rereplic – A quantitative high throughput screen for small molecules that induce DNA re-replication in MCF 10a normal breast cells. MCF 10A DNA re-replication, Hoechst nuclear intensity, 48 h. Potency, µM (series often up to 46.1 µM), for inactives: at the top dose activity, positive = re-replication, hits mostly activators. actives 2.9% (n = 350,000); also: potency is read from the fitted curve at half-maximal effect; % of control where 0% means no effect; nearly all actives have a fitted effect of over 50% in size
# A549 viability – Nrf2 qHTS screen for inhibitors: counterscreen for cytotoxicity; A549 ARE-Fluc cells, CellTiter-Fluor viability, 18-24 h; Potency, µM (series often up to 46 µM), for the others: top-dose activity change, negative = cytotoxicity, most hits filed as inhibitors; actives 0.16% (n = 390,000); AID 504648, 2011; also: potency is read from the fitted curve at half-maximal effect; % is scaled to controls: 0 for no effect and ±100 for the full control effect
#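 A549 ARE-Fluc cells in 5% FBS OPTI-MEM, 5000 cells/well, rested 2 h then exposed to compounds in concentration-response for 18-24 h at 37 °C. Viability by CellTiter-Fluor fluorescence (Ex 405/Em 525) after 30 min; luciferase luminescence (BugLite, 15 min, RT) read afterwards.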
# Nrf2 ARE act – qHTS of Nrf2 Activators | Potency, µM (top dose mostly 46.1 µM), without a hit: at the highest dose activation, most hits filed as activators | AREc32 ARE-luciferase reporter (MCF7-derived line), luminescence, 24 h | actives 0.31% (n = 410,000) | AID 624171, 2012; also: potency is read from the fitted curve at half-maximal effect; % of control where 0% means no effect; nearly all actives have a fitted effect of over 65% in size
#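 Nrf2 activation is followed as ARE-luciferase induction in the AREc32 line after one day of compound treatment; luminescence is read with Steady-Glo.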
# HepG2 viability – qHTS for Inhibitors of TGF-b: Cytotox Counterscreen; Potency, µM (titrated, usually from 46.1 µM), for inactives: at the highest dose activity change, negative = cytotoxicity, hits mostly cytotoxic; HepG2 CAGA-GFP viability, ATP luminescence, 18 h; actives 0.76% (n = 410,000); also: potency is read from the fitted curve at half-maximal effect; some results filed as inactive show a strong effect at the top dose
#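 CellTiter-Glo luminescence gave cytotoxicity after 18 hours at 37 degrees C. The cells were HepG2 CAGA-GFP in 1% FBS DMEM, stimulated with 500 pg/mL TGF-beta after compound addition. %Activity was normalised to no-cell wells (complete cell-killing) and DMSO (no toxicity), and curves were fitted and classified.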
# Nrf2 inh – Nrf2 qHTS screen for inhibitors; A549 ARE-Fluc reporter, luciferase luminescence, 18-24 h; Potency, µM (top dose mostly 46 µM), for the others: top-dose activity change, negative = inhibition, usual class: inhibitors; actives 2.1% (n = 360,000); also: potency is read from the fitted curve at half-maximal effect; % is scaled to controls: 0 for no effect and ±100 for the full control effect; nearly all actives have a fitted effect of over 60% in size
#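 Nrf2 function is reported as luminescence of an ARE-controlled luciferase in A549 cells. Compounds were tested at several concentrations, and a CellTiter-Fluor read on the same wells flagged cytotoxicity.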
# ATXN viability – Viability Counterscreen for Primary qHTS for Inhibitors of ATXN expression; Potency, µM (doses to about 56.7 µM), actives largely listed as cytotoxic; actives 0.49% (n = 400,000); S2 cells (HEK-293 line with an ATXN2-luciferase reporter) viability, CellTiter-Fluor protease fluorescence, 24 h; AID 651635, 2014; also: potency is read from the fitted curve at half-maximal effect; nearly all actives have a fitted effect of over 40% in size
# IL1B secr inh – qHTS for Inhibitors of Inflammasome Signaling: IL-1-beta AlphaLISA Primary Screen; THP-1 LPS/ATP IL-1B secretion, AlphaLISA, 16 h; hits give low values; activity change, % at 57.5 µM; actives 4.7% (n = 360,000); AID 743279, 2014; in the data active = activity change below about -50%; inconclusive = mostly about -30% to -49%; also: % is scaled to controls: 0 for no effect and ±100 for the full control effect
#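 THP-1 cells pretreated 1 hr with compounds (up to 57.5 uM final), then stimulated with LPS (250 ng/mL final) plus ATP (1.25 mM final); secreted IL-1B measured by AlphaLISA after 16 hr, decreased signal indicating inhibition.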
# Starred values were filed as active, the others as inactive; i = inactive; ? = inconclusive; / = no result given; [ ] = another dose, or the depositor's remark. Unless noted, calls follow the shape of the dose curve; as a rule, active = well fitted curve in the direction sought with a large enough effect; inconclusive = small, poorly fitted or top-dose-only effect, or another doubt; inactive = no such curve, though single readings can be large; an effect the other way counts as inactive or inconclusive.
SMILES,TGFb SMAD3 inh,ATXN2 expr inh,MCF10A rereplic,A549 viability,Nrf2 ARE act,HepG2 viability,Nrf2 inh,ATXN viability,IL1B secr inh
Cn1c(SCC(=O)n2c3c(c4ccccc42)CCCC3)nnc1-c1ccccc1,-13%,/,-1%,-3%,0.0%,4%,-9%,/,36
O=C(CSc1ncn(-c2ccccc2)n1)Nc1ccc(Br)cn1,0%,/,-2%,-5%,-0.4%,8%,0%,/,-24
COc1ccccc1CNC(=O)COC(=O)c1nc(Cl)ccc1Cl,20%,-11%,3%,4%,0.6%,-51%,8%,i,9
NC(=S)N/N=C\c1ccccc1OCc1ccccc1,?,-14%,11%,7%,8.2%,-59%,-3%,i,-5
CC(C)CC(=O)N1CCN(c2ccc([N+](=O)[O-])c(NCc3ccccc3)c2)CC1,-21%,-23%,?,?,0.9%,-5%,?,?,-15
CC1CN(S(=O)(=O)c2cc(C(=O)N(CCc3ccccc3)Cc3ccccc3)ccc2Cl)CC(C)O1 (stereo unspecified),-21%,-14%,9%,-12%,-0.1%,-16%,7.3µM*,i,-4
Cc1ccc(C)c(NC(=O)Cn2cc(C(=O)c3ccncc3)c(=O)c3cc(F)ccc32)c1,-2%,/,/,4%,-0.9%,6%,/,/,/
CCOc1ccc(CCN2C(=O)CCC2(C)C(=O)NC(C)CC)cc1OCC (stereo unspecified),1%,2%,-8%,-1%,0.3%,19%,11%,i,3
O=C(CSc1nc(=O)n2ccccc2n1)Nc1ccc2c(c1)OCCO2,9%,5%,-6%,3%,2.7%,1%,18%,i,-3
O=C(O)c1cccc(S(=O)(=O)Nc2ccc([N+](=O)[O-])cc2O)c1,-4%,/,1%,?,-1.4%,-16%,-16%,?,7
CCn1c(SCC(=O)Nc2nc(C)c(C(=O)OC)s2)nnc1C(C)C,-15%,5%,-3%,-6%,-0.3%,5%,10%,i,0
Cc1ccc(C)c(NC(=O)CCc2ccc(C)o2)c1,-9%,/,-1%,1%,-0.7%,3%,-15%,?,-8
COC(=O)c1ccc(C2Nc3c(C)cc(C)cc3C3C=CCC32)cc1 (stereo unspecified),-22%,8%,/,-11%,21%,-26%,4%,i,/
CCn1cc(S(=O)(=O)c2cccc(C)c2)c(=O)c2cc(F)c(N3CCN(C)CC3)cc21,-3%,-5%,7%,-19%,-0.3%,-10%,-15%,i,-3
CCOC(=O)c1c[nH]n(-c2ccc(C)cc2)c1=O,17%,6%,1%,1%,0.2%,1%,?,i,29
CC1(NC(=O)CCS(=O)(=O)c2ccc(Cl)cc2)CCS(=O)(=O)C1 (stereo unspecified),-2%,0%,0%,1%,-1.3%,-4%,-21%,i,-9
CCCCN(C(=O)NC(=O)Nc1cc(C)ccc1C)S(C)(=O)=O,-2%,-12%,-15%,2%,-0.6%,-6%,-6%,i,6
COc1ccc2nc(SCC(=O)Nc3nccs3)[nH]c2c1,-1%,/,-3%,1%,3.5%,-4%,29%,i,0
CC(=O)NN=C(C)c1ccc(NC(=O)C2CC2)cc1,?,9%,/,/,-0.2%,-4%,/,i,-23
CC1OC(OCC2OC(Oc3c(-c4ccc(O)cc4)oc4cc(O)cc(O)c4c3=O)C(O)C(O)C2O)C(O)C(O)C1O (stereo unspecified),0%,7%,-3%,-4%,-0.7%,7%,-1%,?,-1
O=[N+]([O-])c1ccc(N2CCN(c3ccc(Cl)nn3)CC2)c(Cl)c1,3%,-14%,9%,-1%,-0.1%,-32%,?,i,0
O=C(CSc1nnc(Cn2c(=O)sc3ccccc32)n1-c1ccccc1)NCc1ccco1,6%,0%,11%,-1%,0.5%,-21%,-1%,i,0
Cc1cc(CN2CCCC(C(=O)Nc3ccc(-c4nc5ccccc5[nH]4)cc3)C2)n[nH]1 (stereo unspecified),-3%,1%,-3%,-1%,2.9%,3%,7%,i,-16
COc1ccc(-c2cc(CN3C(=O)c4ccccc4C3=O)on2)cc1,-2%,0%,1%,-12%,-1.3%,-4%,-5%,i,4
Cc1cc(C)n2nc(SCc3cccc(F)c3)nc2n1,4%,12%,-6%,12%,3.4%,7%,-24%,i,-3
COc1ccccc1NC(=O)c1c(NC(=O)CCC(=O)O)sc2c1CCCCC2,-1%,/,-1%,-8%,-0.3%,-9%,?,i,-9
O=C(O)CCCCCCCCCCC1CCC(O)C1O (stereo unspecified),-5%,?,-14%,-2%,-2.4%,3%,-2%,i,14
COc1ccc(-c2nc3cc(C)ccn3c2NCC2CCCO2)cc1OC (stereo unspecified),-33%,3%,-5%,-11%,-0.6%,-12%,-7%,i,10
O=c1cc(-c2ccco2)oc2c1ccc1ccccc12,19%,-9%,9%,6%,?,-77%,-16%,i,-22
CCOC(=O)c1ccc(N/C=C/C(=O)c2ccc(OC)c(OC)c2)cc1,-2%,-13%,30%,-11%,0.3%,-23%,-5%,i,-21
CCCNC(=O)C1(C)CCN1C(=O)Cc1ccc(C(C)(C)C)cc1 (stereo unspecified),1%,2%,/,/,0.6%,-15%,/,?,42
CCOC(=O)c1c(-c2ccc(C)o2)csc1NC(=O)CSc1nnnn1-c1ccccc1,1%,-10%,10%,-6%,3.0%,-7%,-9%,i,-20
Cc1ccccc1OCc1nnc(SCc2cc(=O)c3ccc(C)c(C)c3[nH]2)n1C,-1%,3%,/,0%,0.6%,2%,/,i,/
C=CCSc1nc2ccccc2c2nc(-c3ccccc3)nn12,25%,-17%,?,?,6.7%,5%,/,i,8
COc1ccc(/C=C2\SC(=S)N(CCC(=O)Nc3cccc(O)c3)C2=O)cc1,-20%,/,8%,8%,7.0%,-38%,?,?,-10
CCOC(=O)N1CCN(C(=O)CN(c2cccc(C)c2)S(=O)(=O)c2ccc(C)cc2)CC1,-23%,-6%,-4%,-4%,-0.4%,4%,11%,i,-18
COc1cccc(-c2c(C(=O)N/N=C/c3ccoc3)nnn2-c2nonc2N)c1,-11%,5%,-7%,1%,-0.7%,-18%,?,i,8
CC1CCN(c2c(NCC3CCC(C(=O)Nc4ccccn4)CC3)c(=O)c2=O)CC1 (stereo unspecified),2%,-6%,0%,0%,0.5%,15%,?,i,-8
COc1ccc(NC(=O)C(NC(=O)c2ccccc2)C(C)C)cc1 (stereo unspecified),19%,1%,6%,-12%,0.4%,4%,24%,i,-3
CCc1cc2c(SCC(=O)c3ccc(C)cc3)ncnc2s1,5%,8%,-11%,2%,2.4%,-36%,?,i,-17

# Ordered by number of heavy atoms (ascending): part of the list above.
SMILES,TGFb SMAD3 inh,ATXN2 expr inh,MCF10A rereplic,A549 viability,Nrf2 ARE act,HepG2 viability,Nrf2 inh,ATXN viability,IL1B secr inh
CCOc1ccc(CCN2C(=O)CCC2(C)C(=O)NC(C)CC)cc1OCC (stereo unspecified),1%,2%,-8%,-1%,0.3%,19%,11%,i,3
COc1cccc(-c2c(C(=O)N/N=C/c3ccoc3)nnn2-c2nonc2N)c1,-11%,5%,-7%,1%,-0.7%,-18%,?,i,8
CCOC(=O)N1CCN(C(=O)CN(c2cccc(C)c2)S(=O)(=O)c2ccc(C)cc2)CC1,-23%,-6%,-4%,-4%,-0.4%,4%,11%,i,-18

# Additional compounds
SMILES,TGFb SMAD3 inh,ATXN2 expr inh,MCF10A rereplic,A549 viability,Nrf2 ARE act,HepG2 viability,Nrf2 inh,ATXN viability,IL1B secr inh
OCCCn1c(C2CCCN2c2nc(-c3ccc(Cl)cc3)cs2)nc2cc(C(F)(F)F)ccc21 (stereo unspecified),-14%,-11%,13%,0%,0.0%,-3%,8%,?,9
O=C(/C=C/c1cccs1)c1cc(Cl)ccc1O,-1%,6%,-10%,-5%,14µM*,-17%,11%,?,-21
COc1ccccc1Cc1c(-c2ccc(OC)c(OC)c2)nc2c(C)cc(Br)cn12,-4%,-18%,/,/,14%,-25%,/,?,-17
CCOC(=O)Cc1csc(NC(=O)c2cccc(N3C(=O)CCC3=O)c2)n1,-1%,1%,-7%,2%,0.7%,-19%,3%,i,-3
Cc1ccc(SCC(=O)OCC(=O)NCCc2ccc(S(N)(=O)=O)cc2)c(C)c1,12%,1%,0%,2%,-1.2%,5%,2%,i,13
O=C(CCC1CCN(Cc2ccccc2Cl)CC1)NC1CC1,18%,/,2%,0%,0.2%,-1%,?,i,-1
COc1cc(-c2noc(-c3nnn(-c4ccc(Cl)cc4)c3C)n2)cc(OC)c1OC,/,/,/,0%,0.4%,-1%,-11%,/,/
CCN(CC)Cc1c(O)ccc2c(=O)c(-c3ccccc3Cl)coc12,2%,0%,-12%,11%,-0.4%[9.22 µM],14%,2%,i,-2
O=C(NCCc1ccc(Cl)cc1)c1cccc(S(=O)(=O)N2CCCC2)c1,-3%,/,/,/,-1.4%,-5%,/,i,13
Nc1nnc(CCCCCCCCCCc2nnc(N)s2)s1,-9%,-28%[11.3 µM],-5%,-6%,-0.2%,6%,-21%,i,22
O=C(Cn1ccc2cc(S(=O)(=O)N3CCCCC3)ccc21)NCc1ccccc1F,-12%,-5%,0%,5%,0.3%,-11%,?,i,-18
COCC(=O)N(C)C[C@H]1Oc2ncc(Br)cc2C(=O)N([C@@H](C)CO)C[C@H]1C,16%,7%,/,/,-0.7%,1%,/,?,19
O=C(O)Cc1ccc(NC(=O)c2cccs2)cc1,-3%,-1%,0%,-10%,-1.8%,2%,-19%,i,19
CCOCCOC(=O)c1ccc(-n2cnc(C)n2)nc1,0%,/,-5%,3%,0.1%,-14%,12%,i,-1
CCc1ccc(NC(=O)COc2ccc(F)cc2C(=O)c2cnn(-c3ccccc3)c2)cc1,-25%,64%[activator],16%,-5%,4.9%,0%,?,?,3
CCOCCCNC(=O)CCSc1ccc(C)cc1,8%,-1%,-1%,/,0.2%,-23%,10%,i,3

# High-throughput results (PubChem BioAssay)
